High-throughput results from PubChem BioAssay.
IP6K1 inh: inhibitors of human IP6K1 | Q92551 | IP6K1 kinase, ADP-Glo luminescence, 2 h; hits give low values | activity change, % (series mostly up to about 58 µM) | hit rate 0.81% among 140,000 | AID 1645851; in the data active = activity change below about -25%
Target sequence (Q92551 whole entry, looked up): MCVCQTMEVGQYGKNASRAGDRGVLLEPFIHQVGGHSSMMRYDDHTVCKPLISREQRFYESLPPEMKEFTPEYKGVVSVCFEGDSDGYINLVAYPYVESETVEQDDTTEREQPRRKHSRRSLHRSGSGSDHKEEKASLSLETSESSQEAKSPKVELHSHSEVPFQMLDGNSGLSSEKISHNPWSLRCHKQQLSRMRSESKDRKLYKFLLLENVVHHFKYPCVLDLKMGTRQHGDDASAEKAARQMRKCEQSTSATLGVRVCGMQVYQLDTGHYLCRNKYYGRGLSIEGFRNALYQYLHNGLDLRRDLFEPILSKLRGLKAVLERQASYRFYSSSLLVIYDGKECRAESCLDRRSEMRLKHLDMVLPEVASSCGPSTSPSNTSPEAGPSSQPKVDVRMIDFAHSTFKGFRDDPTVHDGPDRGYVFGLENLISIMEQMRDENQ
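ADP-Glo luminescence measures ADP made by human IP6K1 during a 2 h RT reaction with ATP/IP6 (mix at 1.3 mM/130 uM); top library doses 57.5 and 19.1 uM final.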
SNCA viab count: counter-screen for SNCA expression inhibitors: cell viability; HEK-293-SNCA-luc viability, GF-AFC fluorescence, 24 h; Potency, µM (series often up to 57.1 µM), for inactives: at the top dose activity change, negative = cytotoxicity, usual class: cytotoxic; hit rate 0.12% among 150,000;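 also: potency is read from the fitted curve at half-maximal effect; 0% = DMSO-treated cells and -100% = medium-only wells without cells; nearly all actives have a fitted effect of over 30% in size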
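HEK-293-SNCA-luc cells (1500/well) plated 24 h, then exposed 24 h to a dilution series; GF-AFC added 30 min at 37C, fluorescence 405/540 nm; normalised to medium-only and DMSO wells, Hill fit.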
GPT2 inhibitor: inhibitors of human GPT2 alanine aminotransferase; Q8TD30; Potency, µM (titrated, usually from 57.7 µM), inactives show at the top dose activity change, negative = inhibition, usual class: inhibitors; hit rate 0.25% among 100,000; Recombinant GPT2, coupled pyruvate oxidase/HRP Amplex Red fluorescence; also: potency is read from the fitted curve at half-maximal effect; nearly all actives have a fitted effect of over 60% in size; many of its hits are not listed in these tables
Target sequence (Q8TD30 whole entry, looked up): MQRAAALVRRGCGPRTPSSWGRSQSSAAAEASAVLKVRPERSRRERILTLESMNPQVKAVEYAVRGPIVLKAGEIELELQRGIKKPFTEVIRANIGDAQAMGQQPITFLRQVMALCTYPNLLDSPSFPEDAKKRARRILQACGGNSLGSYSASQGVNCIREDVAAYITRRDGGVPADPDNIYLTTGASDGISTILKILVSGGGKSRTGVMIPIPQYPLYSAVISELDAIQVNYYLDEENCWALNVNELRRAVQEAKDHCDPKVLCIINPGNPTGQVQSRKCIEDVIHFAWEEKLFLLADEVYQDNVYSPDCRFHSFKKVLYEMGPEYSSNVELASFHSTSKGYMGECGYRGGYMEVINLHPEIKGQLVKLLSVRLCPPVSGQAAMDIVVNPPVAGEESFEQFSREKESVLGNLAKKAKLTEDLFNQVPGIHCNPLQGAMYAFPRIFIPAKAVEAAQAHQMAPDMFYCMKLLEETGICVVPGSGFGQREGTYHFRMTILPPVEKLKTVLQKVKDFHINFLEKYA
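Fluorescence read-out: pyruvate from GPT2 turnover coupled to pyruvate oxidase, HRP and Amplex Red (0.2mM ThPP, 0.2U/mL PO and HRP, 50uM Amplex final). Substrates 250uM a-KG, 2mM L-alanine; enzyme 10ng/uL; 30 min RT.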
FLuc inh: Photinus pyralis luciferase inhibition. P08659. purified P. pyralis luciferase, luminescence, biochemical. hit rate 2.5% among 76,000. Potency, µM (doses to about 115 µM), for the others: at the top dose activity change, negative = inhibition, most hits filed as inhibitors. AID 1347043; also: potency is read from the fitted curve at half-maximal effect; nearly all actives have a fitted effect of over 65% in size
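Inhibitors were tested against purified firefly luciferase in a biochemical, low-substrate format (both substrates at 10uM) and luminescence measured with a CCD imager.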
SNCA expr inh: reduces expression of the alpha-synuclein gene; HEK-293 SNCA-luciferase knock-in, luminescence, 24 h; Potency, µM (doses to about 57.2 µM), for the others: top-dose activity change, negative = inhibition, hits mostly inhibitors; hit rate 0.17% among 140,000;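 also: potency is read from the fitted curve at half-maximal effect; plate controls were DMSO cells for no effect and cell-free wells for full effect; nearly all actives have a fitted effect of over 45% in size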
HEK cytotox: HEK 293 cell cytotoxicity; HEK 293 viability, ATP luminescence (CellTiter-Glo), 48-72 h; Potency, µM (titrated, usually from 115 µM), for inactives: at the top dose activity change, negative = cytotoxicity, actives largely listed as inhibitors; hit rate 6.6% among 94,000; AID 1345083; also: potency is read from the fitted curve at half-maximal effect; nearly all actives have a fitted effect of over 60% in size
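HEK 293 seeded at 250 cells/well receive compound via pintool. After 48 or 72 hr at 37 degree Celsius, 5% CO2 and 95% humidity, CellTiter-Glo is dispensed and luminescence read following 10 min at room temperature.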
NIH3T3 tox: cytotoxic compounds in NIH 3T3 cells | AID 1345082 | Potency, µM (highest dose often 96.7 µM), for inactives: top-dose activity change, negative = cytotoxicity, most hits filed as inhibitors | hit rate 4.3% among 94,000 | NIH 3T3 viability, CellTiter-Glo ATP luminescence, 48-72 h; also: potency is read from the fitted curve at half-maximal effect; nearly all actives have a fitted effect of over 55% in size
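NIH 3T3 cells at 400 cells/well received 23 nL of compound by pintool and were incubated 48 or 72 h at 37 °C. Viability was read as ATP-coupled CellTiter-Glo luminescence.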
The depositor's hits bear a star; [ ] = remark or other dose. Unless noted, calls follow the shape of the dose curve; as a rule, active = well fitted curve in the direction sought with a large enough effect; inconclusive = small, poorly fitted or top-dose-only effect, or another doubt; inactive = no such curve, though single readings can be large; an effect the other way counts as inactive or inconclusive. Unless noted, % is scaled to controls: 0 for no effect and ±100 for the full control effect. Not all compounds are listed; the hit share may differ from the screen's.

Screening COc1ccccc1OCC(=O)N(Cc1ccc(Cl)cc1)CC1CCCO1 (stereo not drawn) returned IP6K1 inh -17, SNCA viab count -15% and SNCA expr inh 2%.
O=C(Nc1ccc([C@@H](O)[C@H]2COCC(=O)N2Cc2ccccc2F)cc1)c1ccccc1 was read as IP6K1 inh 7, SNCA viab count -7%[87.6 µM], GPT2 inhibitor -22%[88.5 µM], FLuc inh -25%[172 µM], SNCA expr inh -1%[87.6 µM], HEK cytotox inconclusive and NIH3T3 tox inconclusive.
O=Cc1ccccc1-c1ccccc1F was read as IP6K1 inh 3, SNCA viab count -13%[87.6 µM], GPT2 inhibitor -8%[88.5 µM], SNCA expr inh 14%[87.6 µM], HEK cytotox -6%[230 µM] and NIH3T3 tox -9%[174 µM].
`CN1CC(=O)N(c2ccccc2)Cc2c1ncnc2N1CCN(c2ccccn2)CC1` gave IP6K1 inh -12, SNCA viab count 0%, GPT2 inhibitor -1%, FLuc inh 2%, SNCA expr inh -18%, HEK cytotox -2% and NIH3T3 tox -7%.
For CCOC(=O)c1c(NC(=O)c2ccc(S(=O)(=O)N(CC(C)C)CC(C)C)cc2)sc2c1CCN(CC)C2 the results were IP6K1 inh 4, SNCA viab count inconclusive and SNCA expr inh -25%.
Screening CC(C)(Cc1c[nH]c2ccccc12)NCC(O)COc1ccccc1C#N (stereo not drawn) returned IP6K1 inh -2, SNCA viab count -5%[23.9 µM], GPT2 inhibitor inconclusive and SNCA expr inh -35%[25.6 µM].
Screening CCCc1cnc2c(c1SCC(=O)N(C)c1ccccc1)c(=O)n(C)c(=O)n2C returned IP6K1 inh -20, SNCA viab count -8% and SNCA expr inh inconclusive.
For Cc1ccc(CNC(=O)c2cc3c(=O)oc4ccc(C)cc4c3s2)cc1 the results were IP6K1 inh 6, SNCA viab count -5% and SNCA expr inh 7%.
`CC(=O)Nc1ccc(S(=O)(=O)N2CCN3C(=O)CN(C)C(=O)C3C2)cc1` (stereo not drawn) gave IP6K1 inh 8, SNCA viab count -7%, GPT2 inhibitor inactive, FLuc inh 0%, SNCA expr inh 21%, HEK cytotox -17% and NIH3T3 tox -12%.
`O=C(Nc1cccc(F)c1)N1Cc2[nH]cnc2C[C@H]1c1nc(-c2ccc(Cl)cc2)no1` gave IP6K1 inh 12, SNCA viab count inconclusive, GPT2 inhibitor 4%, FLuc inh 40µM*, SNCA expr inh -9%, HEK cytotox 79µM* and NIH3T3 tox inconclusive.
For O=C(Nc1ccccc1)N1CC(Oc2cccc(-c3nc(-c4ccccc4)no3)c2)C1 the results were IP6K1 inh -3, SNCA viab count -18%, GPT2 inhibitor inactive, FLuc inh inconclusive, SNCA expr inh 9%, HEK cytotox inconclusive and NIH3T3 tox inconclusive.
Screening COCCn1c(=O)n([C@H]2CCCN(C(=O)c3cnc(C)cn3)C2)c2ncccc21 returned IP6K1 inh 1, SNCA viab count 0%, GPT2 inhibitor 2%, FLuc inh 0%, SNCA expr inh -25%, HEK cytotox inactive and NIH3T3 tox 3%.
`Cc1nc([C@@H]2CN(C(=O)C3CC3)C[C@H]2C(N)=O)n[nH]1` gave IP6K1 inh 3, SNCA viab count -3%, GPT2 inhibitor 5%, FLuc inh 6%, SNCA expr inh -9%, HEK cytotox -2% and NIH3T3 tox -6%.
`COc1ccc(C(=O)Nc2ccc(-c3nc4ncccc4o3)cc2)cc1` gave IP6K1 inh -14, SNCA viab count -1% and SNCA expr inh 26%.
For COC(=O)c1c(C)oc2ccc(N(C(=O)c3ccncc3)S(=O)(=O)c3ccc(OC)cc3)cc12 the results were IP6K1 inh 2, SNCA viab count -2% and SNCA expr inh -25%.
For CCOc1ccc(NC(c2ccc(Cl)cc2)c2nnc(-c3cccc(F)c3)o2)cc1 (stereo not drawn) the results were IP6K1 inh -15, SNCA viab count 6% and SNCA expr inh 37%[activator].
For COc1cc(CC(=O)N2Cc3[nH]cnc3CC2C(=O)O)cc(OC)c1OC (stereo not drawn) the results were IP6K1 inh 3, SNCA viab count 24%, GPT2 inhibitor 1%, FLuc inh 11%, SNCA expr inh 6%, HEK cytotox -25% and NIH3T3 tox 2%.
For Cc1nonc1CN1CCN(c2cc(C3CC(N)C3)nc(N)n2)CC1 (stereo not drawn) the results were IP6K1 inh -2, SNCA viab count -13%, GPT2 inhibitor inactive, FLuc inh 1%, SNCA expr inh inconclusive, HEK cytotox -18% and NIH3T3 tox -15%.
O=C(Nc1ccc(Cl)cc1F)c1cc(S(=O)(=O)NCc2ccc3c(c2)OCO3)ccc1F was read as IP6K1 inh 16, SNCA viab count -14% and SNCA expr inh 2%.
`COc1cc(NC(=O)CN2CCCN(Cc3cccc(F)c3)S2(=O)=O)cc(OC)c1` gave IP6K1 inh -9, SNCA viab count -19% and SNCA expr inh 0%.
Cc1noc(C)c1-c1cc2c(c(-c3ccc(CO)cc3)c1)C(=O)N(C)C2 was read as IP6K1 inh -3, SNCA viab count 0%[87.6 µM], GPT2 inhibitor 2%[88.5 µM], FLuc inh -4%[172 µM], SNCA expr inh 57%[activator][87.6 µM], HEK cytotox inconclusive and NIH3T3 tox 79µM*.
For O=C(/C=C/c1ccc(O)cc1)OC[C@@]1(O)C=C[C@@H]2C(C(=O)O)=CO[C@@H](O[C@@H]3O[C@H](CO)[C@@H](O)[C@H](O)[C@H]3O)[C@@H]21 the results were IP6K1 inh -5, SNCA viab count -4%[23.9 µM] and GPT2 inhibitor 3%[27.3 µM].
For O=C(NCc1ccc2nonc2c1)C1NCCc2[nH]cnc21 (stereo not drawn) the results were IP6K1 inh 15, SNCA viab count 8%, GPT2 inhibitor -12%, FLuc inh -3%, SNCA expr inh 4%, HEK cytotox -7% and NIH3T3 tox -8%.
CCOC(=O)c1[nH]c2ccccc2c1NC(=O)c1cc(Cl)ccc1Cl was read as IP6K1 inh -17, SNCA viab count -20% and SNCA expr inh -2%.
Screening COc1ccccc1Cn1c(=O)c(C(=O)NCCc2ccccc2)nc2cccnc21 returned IP6K1 inh -2, SNCA viab count -4%, GPT2 inhibitor inactive, SNCA expr inh -20%, HEK cytotox inconclusive and NIH3T3 tox inconclusive.
Screening COc1ccc(-c2noc(CNC(=O)c3cc(OC)c(OC)c(OC)c3)n2)cc1 returned IP6K1 inh 28, SNCA viab count 12% and SNCA expr inh 57%[activator].
For COc1cc(OC)c(NC(=O)NCc2cccn2Cc2ccccc2)cc1Cl the results were IP6K1 inh 9, SNCA viab count 15% and SNCA expr inh 62%[activator].
O=C(O)c1ccc(CN2CCOC[C@H]2c2ncc(-c3ccc(Cl)s3)[nH]2)cc1 was read as IP6K1 inh 11, SNCA viab count 2%[87.6 µM], GPT2 inhibitor 3%[88.5 µM], FLuc inh 10%[172 µM], SNCA expr inh 3%[87.6 µM], HEK cytotox -9%[172 µM] and NIH3T3 tox -4%[174 µM].
For COCC1CN(C(C)=O)CC12CCN(C(=O)C1CC=CC1)CC2 (stereo not drawn) the results were IP6K1 inh -3, SNCA viab count 5%, GPT2 inhibitor -3%, FLuc inh 1%, SNCA expr inh -12%, HEK cytotox 5% and NIH3T3 tox inactive.
`C=C1CC[C@@H]2[C@](C)(CO)[C@H](O)CC[C@@]2(C)[C@@H]1C/C=C1/C(=O)OCC1OC(=O)/C(=C/CO)C(O)C[C@@H]1C(=C)CC[C@@H]2[C@](C)(CO)[C@H](O)CC[C@]21C` (stereo partly drawn) gave IP6K1 inh -4, SNCA viab count -12%[23.9 µM] and GPT2 inhibitor inactive.
For CCc1noc(-c2cn(C3CCN(C(=O)c4cc(Cl)ccc4F)C3)nn2)n1 (stereo not drawn) the results were IP6K1 inh -3, SNCA viab count 2%, GPT2 inhibitor inactive, FLuc inh 7%, SNCA expr inh -5%, HEK cytotox -28% and NIH3T3 tox -29%.
`CCN1c2cc(C(=O)Nc3ccc(Cl)c(F)c3)ccc2C(=O)N2CCCCC21` (stereo not drawn) gave IP6K1 inh -2, SNCA viab count 14%[12.5 µM], GPT2 inhibitor inactive, FLuc inh -17%, SNCA expr inh -2%, HEK cytotox 35µM* and NIH3T3 tox inconclusive.
`COC[C@H]1C[C@@H](NC(=O)c2cc(C(C)(C)C)oc2C)[C@H](O)[C@@H]1O` gave IP6K1 inh -4, SNCA viab count -4%[87.6 µM], GPT2 inhibitor 4%[88.5 µM], FLuc inh 0%[172 µM], SNCA expr inh 17%[87.6 µM], HEK cytotox -6%[172 µM] and NIH3T3 tox -6%[138 µM].
Screening COc1ccccc1-c1cccc(CN2CCC(NC(=O)c3cccnc3)CC2)c1 returned IP6K1 inh 0, HEK cytotox inconclusive and NIH3T3 tox inconclusive.
Screening CCCCNC(=O)C1CCc2sc(C(=O)N3CCOCC3)cc2C1 (stereo not drawn) returned IP6K1 inh 8, SNCA viab count 7%, GPT2 inhibitor inactive, FLuc inh 0%, SNCA expr inh -4%, HEK cytotox inactive and NIH3T3 tox 2%.
For CCn1ccc(C(=O)N2c3ccccc3CC2c2nc(C(C)C)no2)n1 (stereo not drawn) the results were IP6K1 inh 18, SNCA viab count -17%, GPT2 inhibitor -10%, FLuc inh 40µM*, SNCA expr inh 187%[activator], HEK cytotox inconclusive and NIH3T3 tox -16%.

By substructure: the entries above with a COOH group.
For COc1cc(CC(=O)N2Cc3[nH]cnc3CC2C(=O)O)cc(OC)c1OC (stereo not drawn) the results were IP6K1 inh 3, SNCA viab count 24%, GPT2 inhibitor 1%, FLuc inh 11%, SNCA expr inh 6%, HEK cytotox -25% and NIH3T3 tox 2%.
For O=C(/C=C/c1ccc(O)cc1)OC[C@@]1(O)C=C[C@@H]2C(C(=O)O)=CO[C@@H](O[C@@H]3O[C@H](CO)[C@@H](O)[C@H](O)[C@H]3O)[C@@H]21 the results were IP6K1 inh -5, SNCA viab count -4%[23.9 µM] and GPT2 inhibitor 3%[27.3 µM].
O=C(O)c1ccc(CN2CCOC[C@H]2c2ncc(-c3ccc(Cl)s3)[nH]2)cc1 was read as IP6K1 inh 11, SNCA viab count 2%[87.6 µM], GPT2 inhibitor 3%[88.5 µM], FLuc inh 10%[172 µM], SNCA expr inh 3%[87.6 µM], HEK cytotox -9%[172 µM] and NIH3T3 tox -4%[174 µM].
